Screens as filed in PubChem BioAssay.
Dyrk1A ADPGlo = Dyrk1A (rat) kinase inhibition. actives 0.43% (n = 310,000). AID 504441. ADP-Glo luminescence, NFATc1 peptide. inhibition, % at 12.5 µM; in the data active means inhibition above about 50%;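 further: plate controls were vehicle with enzyme for no effect and no enzyme for full effect; many of its hits are not listed in these tables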
KCNQ1 act = potentiates or activates the human KCNQ1 potassium channel; CHO-K1 KCNQ1, thallium flux FluxOR fluorescence; active compounds read high; B-score at 10 µM; actives 0.35% (n = 310,000); AID 2648;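 active means fluorescence ratio B-score, a plate-corrected score, at least three library SD, with initial intensity B-score within 5 SD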
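Material: CHO-K1 cells stably expressing KCNQ1. Medium: assay buffer for compound exposure, DMSO matched across wells. Reagent: K+/Tl+ depolarizing stimulus. Compound dosing: single-concentration screen. Times: 37 °C overnight plating, 90-min dark dye load, 20-min compound pretreatment. Technique: FluxOR Tl+ flux fluorescence.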
KCNK3 block = human KCNK3 channel inhibition, primary screen; CHO-KCNK3 thallium flux, FluxOR fluorescence; active compounds read low; B-score at 10 µM; actives 0.84% (n = 340,000);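 active means B-score under library mean minus 4 SD, starting fluorescence ratio at most library mean plus 5 SD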;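 further: more negative B-score means stronger inhibition of thallium flux through KCNK3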
Target sequence (O14649 whole entry, looked up): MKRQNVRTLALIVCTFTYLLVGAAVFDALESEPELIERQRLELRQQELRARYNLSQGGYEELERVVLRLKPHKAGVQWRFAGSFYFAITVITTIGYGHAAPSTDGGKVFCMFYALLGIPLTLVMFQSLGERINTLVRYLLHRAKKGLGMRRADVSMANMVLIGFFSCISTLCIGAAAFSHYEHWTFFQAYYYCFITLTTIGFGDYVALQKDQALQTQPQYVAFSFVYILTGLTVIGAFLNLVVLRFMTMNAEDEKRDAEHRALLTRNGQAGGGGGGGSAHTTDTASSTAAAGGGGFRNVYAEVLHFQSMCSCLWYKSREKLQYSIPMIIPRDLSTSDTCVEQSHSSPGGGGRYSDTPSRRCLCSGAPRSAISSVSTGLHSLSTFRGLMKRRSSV
GSK3beta inhib = blocks human GSK3beta kinase activity. GST-GSK3beta kinase, ADP-Glo luminescence, 60 min; active compounds read low. activity score (negative = inhibition), % at 10 µM. actives 0.038% (n = 300,000);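 active means more than half of replicate wells score below -50%, meaning over 50% inhibition versus plate controls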;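 further: 0% = median DMSO wells and -100% = median GW8510 positive control wells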
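test system = GST-tagged human GSK3beta kinase, cell-free | reagent = 25 µM ATP with peptide substrate | dosing = one dose of 10 µM per compound | schedule = 60 min reaction, RT | detection = luminescent ADP-Glo measurement of ADP formed | control set = DMSO neutral wells and GW8510 at 20 µM as positive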
GSK3 alpha inh = blocks human GSK-3 alpha kinase. P49840. ADP-Glo luminescence, 60 min. inhibition, % at 10 µM. actives 0.1% (n = 320,000);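 in the data active means inhibition above about 50%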;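 further: GST-tagged GSK-3 alpha with peptide substrate and 25 µM ATP; 0% = DMSO neutral wells and 100% = GW8510 positive control wells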
PolyA inh = blocks polyadenylation in yeast reporter cells; S. cerevisiae SKY197-pL101 polyadenylation reporter, beta-gal luminescence; efflux-impaired pdr1/pdr3 knockout yeast; score 100 = 6 SD above DMSO; calls only at 12 µM; actives 0.02% (n = 300,000); AID 1875;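 active means lowest replicate activity score at least 50, where 100 means six control SD above control mean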;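 further: yeast exposed to compound for 9 h at 30 °C; higher score means more reporter readthrough which indicates perturbed polyadenylation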
RGS4 act = potentiators or activators of RGS4 | HEK293 M3R/inducible RGS4, carbachol calcium flux Fluo4; active compounds read low | actives 0.92% (n = 310,000) | B-score at 10 µM | AID 463111;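 active means B-score of the integrated calcium signal more than 4 SD below the library mean, with starting fluorescence not abnormally high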;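 further: negative B-score means reduced calcium response which marks RGS4 activation or potentiation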
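System: HEK293 FlpIn-TREx cells, stable M3R, doxycycline-inducible RGS4. Timing: overnight RGS4 induction, 30 min dye load 37 °C, 20 min compound RT. Also added: carbachol, ECmax concentration. Measured by: Fluo4 fluorescence kinetic imaging of calcium. Evaluation: integrated calcium ratio converted to B score.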
HDAC3 inhib = inhibitors of human histone deacetylase 3. O15379. recombinant HDAC3, fluorogenic peptide/trypsin coupled, fluorescence. inhibition, % at 8.3 µM. actives 0.15% (n = 320,000); in the data active means inhibition above about 26%, passing the limit was not always enough
Target sequence (O15379 whole entry, looked up): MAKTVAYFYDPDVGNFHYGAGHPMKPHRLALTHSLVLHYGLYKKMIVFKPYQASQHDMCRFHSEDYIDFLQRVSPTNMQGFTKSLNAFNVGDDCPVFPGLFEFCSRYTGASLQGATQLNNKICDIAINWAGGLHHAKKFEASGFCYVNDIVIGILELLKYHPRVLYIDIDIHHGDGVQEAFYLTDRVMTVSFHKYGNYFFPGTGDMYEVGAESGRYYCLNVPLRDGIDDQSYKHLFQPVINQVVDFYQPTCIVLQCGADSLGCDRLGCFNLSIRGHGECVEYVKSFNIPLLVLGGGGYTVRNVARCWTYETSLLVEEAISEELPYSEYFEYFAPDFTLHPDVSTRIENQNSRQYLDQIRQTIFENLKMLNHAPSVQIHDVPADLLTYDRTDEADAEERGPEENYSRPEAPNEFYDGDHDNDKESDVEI
KCNK9 block = human KCNK9 channel inhibition; Q9NPC2; HEK293 KCNK9, FluxOR thallium flux fluorescence; active compounds read low; B-score at 10 µM; actives 1.2% (n = 310,000); AID 488922;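 active means ratio B-score over 3 SD below the library mean, with starting fluorescence within 5 SD of its mean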;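 further: negative B-score means less thallium flux so channel inhibition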
hERG rescue = hERG (human) protection from proarrhythmic block | AID 1511 | actives 0.51% (n = 310,000) | activation (rescue from dofetilide block), less the hit threshold, % at 10 µM | CHO-hERG, FluxOR thallium flux, dofetilide IC70 present;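 active means activation above the mean of controls blocked by dofetilide plus 5 SD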;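 further: thallium influx through hERG after potassium depolarization seen as dye fluorescence rise; in these data hits start at about 4.7%; inactives centre near -7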
KCNQ1 inh = human KCNQ1 channel inhibition | CHO-K1 KCNQ1, FluxOR thallium flux fluorescence; active compounds read high | B-score at 10 µM | actives 1.3% (n = 310,000);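 active means compounds whose thallium flux B-score, printed positive for inhibition, exceeds three library SD while starting fluorescence stays within three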;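 further: channel opened by potassium depolarization with thallium stimulus after 20 min compound exposure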
Starred values were filed as active, the others as inactive; i = inactive; x = not tested or not shown.

Structure	Dyrk1A ADPGlo	KCNQ1 act	KCNK3 block	GSK3beta inhib	GSK3 alpha inh	PolyA inh	RGS4 act	HDAC3 inhib	KCNK9 block	hERG rescue	KCNQ1 inh
COc1ccc(NC(=O)CN(C)C(=O)/C=C/c2cn(Cc3ccccc3)nc2-c2cccnc2)cc1	1	i	i	0	x	i	i	x	i	-8	i
Cc1cc(C)nc(SCC(=O)Nc2nc(-c3ccccc3)c(-c3ccccc3)o2)n1	x	i	i	-4	-3	i	i	9	i	-17	i
CC1CCN(C(=O)CN(c2ccccc2)S(=O)(=O)N(C)C)CC1	1	i	i	4	0	i	i	0	i	-5	i
CC(=O)c1cccc(NC(=O)NCc2cccnc2)c1	-14	i	i	-5	3	i	i	2	i	2	i
CCCC(=O)NCCc1ccc(F)cc1	-2	i	i	2	-1	i	i	11	i	-5	i
O=C(Cn1nnc2c(sc3nc4c(c(-c5ccccc5)c32)CCC4)c1=O)c1ccccc1	-34	i	i	0	11	i	i	-1	i	-3	i
CC1Cc2ccccc2N1C(=O)CSc1nnnn1Cc1ccccc1 (centres undefined)	12	i	i	0	-1	i	i	11	i	-8	i
CCOC(=O)C1CCN(Cc2c(C(=O)N3CCOCC3)nc3c(C)cccn23)CC1	-2	i	i	0	-1	i	i	-2	i	-6	i
Cc1csc(NC(=O)CCc2nc3ccccc3s2)n1	5	i	i	-6	5	i	i	-4	i	-9	i
COc1ccc(OC)c(N2C(=O)C(Cl)=C(N3CCCCC3)C2=O)c1	-5	i	i	-3	-1	i	i	3	i	-11	i
Cc1cnc(C(=O)N2CCCC(N3CCN(c4ccccc4C)CC3)C2)cn1 (centres undefined)	-6	i	i	2	1	i	i	-7	i	-10	i
Cn1c(C(=O)N2CCCCCC2)cc2c(=O)n(C)c3ccccc3c21	15	i	i	1	x	i	i	-3	i	-15	i
O=C(O)/C=C/C(=O)Nc1ccc(OC(F)(F)F)cc1	4	i	i	-2	-4	i	i	-3	i	-2	i
Oc1ccc(/C=N/Nc2nc(N3CCCCCC3)nc(N3CCCCCC3)n2)c(O)c1	-4	i	i	3	-3	i	i	0	i	-15	i
OC(COc1cccc2ccccc12)CN1CCN(c2cccc(Cl)c2)CC1 (centres undefined)	-4	i	i	2	0	i	i	12	i	-9	i
CC(NC(=O)CSc1nc2ccccc2n1CCC#N)c1ccc(F)cc1 (centres undefined)	-12	i	i	1	0	i	i	3	i	-9	i
Cc1cc(-n2c(SCC(=O)Nc3ccc(Br)cc3)nc3n[nH]c(C)c3c2=N)ccc1Cl	x	i	i	0	-4	i	i	1	i	-4	i
CN1c2ccccc2C(=O)NC1c1ccc(Cl)cc1 (centres undefined)	-3	i	i	-1	-2	i	i	1	i	-14	i
COc1ccc(S(=O)(=O)N2CCCc3ccccc32)cc1OC	-1	i	i	0	4	i	i	x	i	-10	i
Cc1ccc2nc(SCC(=O)Nc3ccc4c(c3)OCCO4)[nH]c2c1	-1	i	i	4	-7	i	i	2	i	-9	i
COc1cc(/C=N/NC(=O)CNC(=O)/C=C/c2ccco2)cc(OC)c1OC	2	i	i	3	2	i	i	5	i	-8	i
Cc1n[nH]c(=O)c2c(NC(=O)CSc3nn(-c4ccc(F)cc4)c(=S)s3)oc(C)c12	-1	i	i	0	-1	i	i	45*	i	-16	6*
COc1ccccc1CCC(=O)Nc1nc2ccccc2[nH]1	5	i	i	-3	-2	i	i	0	i	-5	i
Cn1c(COc2ccccc2)nnc1SCCC(=O)Nc1ccccc1	-1	i	i	0	0	i	i	-2	i	-1	i
Cc1ccc(NC(=S)Nn2cnnc2)c(C)c1	13	i	i	3	1	i	i	-3	i	-9	i
Cc1ccc(NS(=O)(=O)c2ccc(/C=C/C(=O)O)cc2)cc1Cl	8	i	i	3	-2	i	i	4	i	-15	i
O=C(COC(=O)c1ccc([N+](=O)[O-])o1)Nc1nc2ccccc2s1	7	i	i	-2	0	i	i	x	i	-4	i
Cc1cc(/C=N/NC(=O)C(=O)NCc2ccccn2)c(C)n1-c1ccccc1	-1	i	i	-1	-1	i	i	0	i	-8	i
Cc1c(C(c2ccc(N(C)C)cc2)c2c(C)n(C)n(-c3ccccc3)c2=O)c(=O)n(-c2ccccc2)n1C	6	i	i	-5	x	i	i	3	i	-12	i
COc1ccc(CCN2Cc3c(N)cccc3C2=O)cc1OC	1	i	i	0	-1	i	i	1	i	-4	i

In another format: results already given.
Cn1c(C(=O)N2CCCCCC2)cc2c(=O)n(C)c3ccccc3c21
  Dyrk1A ADPGlo: 15	KCNQ1 act: i	KCNK3 block: i	GSK3beta inhib: 1	GSK3 alpha inh: x	PolyA inh: i	RGS4 act: i	HDAC3 inhib: -3	KCNK9 block: i	hERG rescue: -15	KCNQ1 inh: i

OC(COc1cccc2ccccc12)CN1CCN(c2cccc(Cl)c2)CC1 (centres undefined)
  Dyrk1A ADPGlo: -4	KCNQ1 act: i	KCNK3 block: i	GSK3beta inhib: 2	GSK3 alpha inh: 0	PolyA inh: i	RGS4 act: i	HDAC3 inhib: 12	KCNK9 block: i	hERG rescue: -9	KCNQ1 inh: i

Additional results
Structure	Dyrk1A ADPGlo	KCNQ1 act	KCNK3 block	GSK3beta inhib	GSK3 alpha inh	PolyA inh	RGS4 act	HDAC3 inhib	KCNK9 block	hERG rescue	KCNQ1 inh
O=C(Nc1ccc2c(c1)CCCN2C(=O)c1cccs1)c1cccc(F)c1	1	i	i	-2	3	i	i	3	i	-10	i
CCCCN(C)Cc1c(O)ccc2c(=O)c(-c3ccccc3OC)coc12	x	i	i	-6	-2	i	i	-48	i	-4	i
S=c1[nH]nc(-c2ccccn2)n1/N=C/c1cccs1	1	i	i	4	-4	i	i	5	i	-2	i
Cc1ccc(CNC(=O)c2ccc(N3CCC4(CC3)CC(c3ccccc3)=NO4)c(N)c2)cc1	-8	i	i	-5	-5	i	i	5	i	-10	i
NC(=S)N/N=C/c1ccc(-c2ccc(SC(F)F)cc2)o1	x	i	i	-6	-1	i	i	10	i	2	i
O=C(c1ccc(S(=O)(=O)Nc2ccccc2)cc1)N1CCOCC1	6	i	i	1	-2	i	i	7	i	-3	i
Cc1cc(=O)[nH]c(SCC(=O)Nc2nc3ccccc3s2)n1	4	i	i	2	-2	i	i	12	i	-2	i
O=C1CSC(c2ccccn2)N1c1ccc(C(F)(F)F)cc1 (centres undefined)	x	i	i	-1	-1	i	i	-15	i	-6	i
Cc1cccc2cc(CN(CCCN(C)C)C(=S)NCCc3ccccc3)c(=O)[nH]c12	x	i	i	0	1	i	i	-2	i	-18	i
Cc1cccc(-n2nc3c(c2NC(=O)CCCl)CSC3)c1	0	i	i	4	-3	i	i	3	i	-1	i
Cc1cc(NS(=O)(=O)c2ccc(NC(=O)CSc3nnc(-c4ccco4)n3N)cc2)nc(C)n1	4	i	i	3	0	i	i	-3	i	-7	i
COC(=O)c1sc(NC(=O)c2cc(-c3ccccc3)nc3ccccc23)c(C#N)c1C	-3	i	i	-1	-1	i	i	4	i	-27	6*
COc1ccc(NC(=O)NNS(=O)(=O)c2ccc(OC)c(OC)c2)c(OC)c1	1	i	i	0	1	i	i	-15	i	-13	i
CCOC(=O)C1(Cc2cccc(Cl)c2)CCCN(C(=O)c2cc(C)n(C)n2)C1 (centres undefined)	4	i	i	-4	-1	i	i	9	i	-6	i
Cc1ccc(S(=O)(=O)N2CCCCC2)cc1C(=O)NCCCN1CCOCC1	0	i	i	-5	2	i	i	1	i	-6	i
O=C(O)CCC(=O)N(Cc1ccco1)C1CC(=O)N(c2ccccc2)C1=O (centres undefined)	3	i	i	-5	-1	i	i	12	i	-9	i
CC1=NN2C(=N)/C(=C\c3cc(C)n(Cc4ccccc4)c3C)C(=O)N=C2S1	x	i	i	-2	-2	i	i	5	i	-4	i
CCCn1nnnc1NCc1ccccc1OCc1ccc(F)cc1	1	i	i	-4	-4	i	i	-5	i	0	i
O=C(Nc1ccccc1)C1CCCN1C(=O)Nc1ccccc1[N+](=O)[O-] (centres undefined)	-5	i	i	-2	-6	i	i	4	i	-4	i
CC1=C(C(=O)Nc2ccccc2)C(c2ccccc2[N+](=O)[O-])NC(=O)N1 (centres undefined)	24	i	i	1	6	i	i	0	i	-6	i
O=C(O)c1cc(NC(=O)c2ccccc2[N+](=O)[O-])ccc1O	-1	i	i	1	0	i	i	5	i	-2	i
CN1CCCC(C#CC(O)(c2ccccc2)c2ccccc2)C1 (centres undefined)	-5	i	i	1	0	i	-11*	2	i	-6	i
CC(C)NS(=O)(=O)c1ccc(OCC(=O)Nc2ccc(F)cc2F)cc1	-2	i	i	1	1	i	i	2	i	-11	i
COc1cccc(C(=O)NCCC2=CCCCC2)c1OC	-5	i	i	5	-1	i	i	1	i	-3	i
CCN(CC)C(=O)CC(c1cc(OC)c(OC)c(OC)c1)c1c(OC)cc(OC)c2ccc(=O)oc12 (centres undefined)	0	i	i	-1	1	i	i	1	i	-6	i
Cn1c(=O)oc2cc(S(=O)(=O)Nc3ccccc3F)ccc21	-4	i	i	2	0	i	i	-2	i	-8	i
Cc1cccc(NC(=O)Nc2ccc(C#N)cc2)n1	-2	i	i	1	0	i	i	0	i	-4	i
Cn1c(=O)c2c(ncn2CCOc2cccc(Br)c2)n(C)c1=O	0	i	i	-1	3	i	i	-5	i	-2	i
CS/C(N)=N/N=C/c1ccc([N+](=O)[O-])cc1	3	i	i	-2	0	i	i	10	i	-10	i

Only part of the results is shown (hit frequency here may not be typical).
